High-throughput results from PubChem.
MsrA inh: inhibitors of bovine MsrA; purified bovine MsrA, absorbance read-out; inhibition, % at 15.5 µM; actives 0.75% (n = 360,000); AID 651718; in the data active means inhibition above about 4.5%;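 further: 0% = vehicle wells with enzyme and 100% = reference inhibitor wells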
MT1-MMP act inh: inhibitors of human MT1-MMP activation | HT1080 RFP-PRO-GFP cells, GFP/RFP ratio fluorescence, overnight; percent of plate control window, DMSO zero | GFP/RFP ratio change, % at 20 µM | P50281 | actives 0.061% (n = 360,000);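 active means GFP/RFP ratio change of at least 30% with cell ATP level not reduced by more than half and red fluorescence within 50% of control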; further: strong numbers were not always called active
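Test system: HT1080 cells expressing an RFP-PRO-GFP fluorescent reporter construct / Compound dosing: single-point 20 µM compound, 1% DMSO / Schedule: cells overnight before dosing, compound overnight, 37 °C, 5% CO2 / Evaluation: GFP/RFP fluorescence ratio / Control set: DMSO and RFP-L50D-GFP cell wells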
NRP1-CendR mod: NRP-1/CendR interaction modulation; inhibition, % at 25 µM; actives 0.85% (n = 360,000); O14786; AID 602438; FAM-RPARPAR peptide binding to NRP-1, fluorescence polarization;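 active means inhibition or corrected inhibition above about 18%, plus a signal ratio from 0.5 to 1.5, limit read from the data, passing the limit was not always enough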; further: strong numbers were not always called active
bovine MsrA act: activators of bovine methionine sulfoxide reductase A | purified bovine MsrA, absorbance read-out | activation, % at 10.6 µM | actives 0.3% (n = 360,000); in the data active means activation above about 7.5%;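 further: 0% = vehicle and 100% = reference activator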
Neddylation inh: inhibitors of human cullin neddylation; TR-FRET cullin neddylation, biochemical; P61081+Q13564; actives 0.58% (n = 360,000); calls only at 25 µM; in the data active means inhibition above about 36%
SKN-1 inh: C. elegans SKN-1 inhibition; C. elegans VP596 Pgst-4::GFP/RFP ratio, acrylamide-induced, 24 h; inhibition, % at 21.8 µM; actives 0.49% (n = 360,000); AID 624304;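 active means interference check ratio from 0.5 to 1.5 plus GFP to RFP signal ratio inhibition reaching or exceeding a fixed threshold, cut at about 30% in these data, passing the limit was not always enough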; further: some compounds called inactive have numbers as strong as hits
Rin1-Abl PPI inh: human Rin1-Abl interaction inhibition. P00519+Q13671. TR-FRET Rin1/Abl binding, biochemical. inhibition, % at 7.35 µM. actives 0.4% (n = 360,000). AID 588664; in the data active means inhibition above about 5%, passing the limit was not always enough
FAS-TE inh: FAS thioesterase (human) inhibition; actives 0.67% (n = 360,000); recombinant FAS-TE, OMFH fluorogenic substrate, fluorescence endpoint; inhibition, % at 15 µM; P49327;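 active means compounds whose normalised, plate-corrected inhibition of enzyme fluorescence in the single-dose primary screen is 50% or more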;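 further: 0% = DMSO with enzyme and 100% = substrate without enzyme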
E coli Lon inh: E. coli protease La inhibition; inhibition, % at 7.94 µM; actives 0.42% (n = 360,000); purified E. coli Lon protease, fluorescence polarization; in the data active means inhibition above about 13%, passing the limit was not always enough;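 further: 0% = enzyme with probe and DMSO and 100% = no enzyme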
* = called active by the depositor; i = inactive; · = no result given.

SMILES	MsrA inh	MT1-MMP act inh	NRP1-CendR mod	bovine MsrA act	Neddylation inh	SKN-1 inh	Rin1-Abl PPI inh	FAS-TE inh	E coli Lon inh
CC(/C=N/NC(=O)c1cccc(F)c1)=C\c1ccccc1	2.0	0	0	-6	i	-6	2	4	-11
CCOC(=O)C1CCCN(C(=O)Cn2cnc3sc(C)c(S(=O)(=O)N4CCOCC4)c3c2=O)C1 (configuration not stated)	-0.4	0	9	-8	i	-7	2	-3	-1
Cc1ccccc1NC(=O)COC(=O)C1(C)CC1(Cl)Cl (configuration not stated)	1.1	0	6	-8	i	-12	0	-8	-2
COCOCCn1cc(CN2CCS(=O)(=O)N(Cc3ccc(-c4cccc(CO)c4)cc3)C(C(C)C)C2=O)nn1 (configuration not stated)	1.0	5	-2	-4	i	6	-2	-3	1
O=C(CN1C(=O)c2ccccc2C1=O)Nc1ccc2c(c1)OCO2	-0.8	8	0	-2	i	7	1	-10	-8
Cc1ccc(C(=O)Nc2nc(=O)n(C(=O)c3ccccc3Cl)s2)cc1	-0.7	6	2	-7	i	20	-1	-5	-6
Cc1cccc(N(CC(=O)NCC2CCCO2)C(=O)CCC(=O)Nc2nccs2)c1 (configuration not stated)	1.0	0	1	-2	i	6	2	-4	-3
O=C(Nc1ccc(F)cc1F)c1c(C(F)(F)F)ccnc1Oc1cccc(C(F)(F)F)c1	-0.3	0	10	-5	i	-13	-1	15	4
CO/N=C/NC(=O)NOCc1ncc(C(F)(F)F)cc1Cl	0.2	-1	-2	1	i	5	-1	-7	-1
O=C(Nc1ccc([N+](=O)[O-])cc1)Nc1ccc2[nH]c(=O)[nH]c2c1	3.1	3	-9	-8	i	12	0	15	8
Cc1cccc(C)c1NC(=O)Cn1nc(C)n2cccc2c1=O	0.9	-2	-2	0	i	19	4	-5	1
O=C(Nc1ccnn1C1CCN(Cc2ccccc2OCCO)CC1)c1cccc(F)c1	0.9	-2	-12	-1	i	11	2	-6	-1
O=C(CC1Sc2ccccc2NC1=O)Nc1cccc(-c2nnc3n2CCCCC3)c1 (configuration not stated)	0.0	-1	1	-5	i	-7	3	-2	-3
Cc1ccc(-c2csc3ncnc(NCCC(=O)O)c23)cc1	1.1	3	7	-2	i	5	-1	-5	-2
CCCc1nnc(NC(=O)CCC(=O)O)s1	0.0	-1	2	-6	i	-15	0	-9	10
COc1ccccc1CC(=O)Nc1ccc(OC)c(OC)c1	-0.1	5	9	-1	i	-9	-3	-2	-7
COc1ccccc1CCNC(=O)c1ccc(NC(=O)CC2SC(N3CCCCC3)=NC2=O)cc1 (configuration not stated)	0.9	0	8	-2	i	8	3	-6	-5
O=C(COC(=O)c1ccc(Cl)cc1)NC1CCCCCC1	-1.0	0	10	-1	i	6	-2	0	-1
COc1ccc(C(=O)COC(=O)CCc2nc3ccccc3[nH]c2=O)cc1Br	2.1	-4	-13	-4	i	6	-3	-3	-1
O=C(Nc1ccc2ccccc2n1)c1ccccc1Br	0.8	-1	9	-2	i	22	-3	2	-9
CCOC(=O)c1sc(NC(=O)/C=C/c2ccccc2)nc1C	0.1	4	-1	-3	·	8	2	-8	2
Cc1nn(Cc2c(F)c(F)c(F)c(F)c2F)c(C)c1NC(=O)c1cccc(COc2ccccc2Cl)c1	-0.4	0	-9	-1	i	10	1	9	2
C=CCNc1nnc(Cl)c2ccccc12	·	-3	-9	-3	i	7	-5	-5	-9
O=C1CCCC2=C1CC(C(=O)OCc1ccccc1)C(=O)N2Cc1ccccc1 (configuration not stated)	-0.7	0	-3	-8	i	-4	-6	5	-1
CCC(=O)NC(c1cc(Cl)c2cccnc2c1O)C(C)C (configuration not stated)	0.3	8	19	-3	i	11	3	-7	11
Cc1ccccc1CNC(=O)c1ccccc1C(=O)O	-0.7	3	5	-11	i	-19	0	-12	-6
CCOC(=O)C1CN(S(=O)(=O)c2ccccc2)CCN1S(=O)(=O)c1ccccc1 (configuration not stated)	0.1	2	-4	-2	i	24	1	12	-8
O=C(CNC(=O)c1ccco1)OCC(=O)c1ccc(Cl)cc1Cl	1.5	0	-4	-9	i	-10	-2	-5	8
COc1ccc(N2CC(C(=O)N/N=C/c3cc([N+](=O)[O-])ccc3O)CC2=O)cc1 (configuration not stated)	5.2*	2	-5	-4	i	11	-3	26	13
COc1ccc(/C=N/NC(=O)c2ccco2)cc1OCc1ccccc1	2.4	-3	-1	-9	i	-5	-5	3	-3
CCCc1cc(=O)[nH]c(Nc2ccc(OC)c(Cl)c2)n1	-0.5	7	-5	-3	i	-12	-3	-1	12
CCOC(=O)C1CCN(S(=O)(=O)c2cc3c(cc2C)NC(=O)CO3)CC1	-0.3	3	-7	-7	i	-7	-3	1	-6
CN(c1ccc(C(=O)NC2CCCC2)cc1)S(=O)(=O)c1ccc(Cl)cc1	-0.9	1	0	-10	i	-4	3	8	5
COc1ccc2cc3cc(C(=O)NCc4cccnc4)oc3nc2c1	5.6*	12	4	-6	·	-3	-5	-5	-3
CCNC(=O)NC(=O)CSc1cccc(C(F)(F)F)c1	0.0	-1	-4	-1	i	19	1	-1	5
COc1ccc(/C=N/NC(=O)c2ccc(C)cc2)cc1CN1CCN(c2ccc(F)cc2)CC1	·	2	-8	-1	i	12	-1	5	9
Cc1ccccc1Cn1cc(NC(=O)c2cc(-c3ccco3)on2)cn1	-1.0	0	4	-1	i	12	-5	1	1
COc1cc2c(cc1OC)-c1nnc(-c3ccco3)n1C1(CCCC1)C2	-0.3	0	-22	1	·	-8	8	-9	2
CC(C)CNC(=O)c1cc(-c2ccc(Cl)c(Cl)c2)on1	·	-1	-7	-1	i	1	1	-7	0
O=C(c1cc2c(s1)CCCC2)N1CCN(c2ccccc2)CC1	0.1	1	12	-2	i	13	1	15	0
O=C(/C(Br)=C/Nc1cc(Cl)ccc1Cl)C(F)(F)F	-0.5	4	-13	-3	i	3	0	4	-7
COc1ccc(/C=C/C(=O)OC2CCCN(C)C2)cc1 (configuration not stated)	1.7	2	-3	-5	i	10	2	-5	-3
CC1(C(=O)Nc2cccnc2)Cc2c(-c3ccc4c(c3)OCO4)ccnc2O1 (configuration not stated)	0.8	-1	-13	0	·	6	3	-8	5
CCN1C(C)=CC(=O)[C@@H](O)[C@H]1c1ccccc1Br	2.4	4	0	-1	i	-8	-1	-6	11
OCCC1CN(Cc2nc(-c3ccccc3)cs2)CCN1Cc1ccc(F)cc1 (configuration not stated)	0.1	-3	2	-1	i	-7	1	3	2

Exported with two lines to a compound: part of the list above.
Results follow in this order: MsrA inh, MT1-MMP act inh, NRP1-CendR mod, bovine MsrA act, Neddylation inh, SKN-1 inh, Rin1-Abl PPI inh, FAS-TE inh, E coli Lon inh
O=C(CNC(=O)c1ccco1)OCC(=O)c1ccc(Cl)cc1Cl
 : 1.5, 0, -4, -9, i, -10, -2, -5, 8
COc1ccc(N2CC(C(=O)N/N=C/c3cc([N+](=O)[O-])ccc3O)CC2=O)cc1 (configuration not stated)
 : 5.2*, 2, -5, -4, i, 11, -3, 26, 13
COc1ccc(/C=N/NC(=O)c2ccco2)cc1OCc1ccccc1
 : 2.4, -3, -1, -9, i, -5, -5, 3, -3
CCCc1cc(=O)[nH]c(Nc2ccc(OC)c(Cl)c2)n1
 : -0.5, 7, -5, -3, i, -12, -3, -1, 12
CCOC(=O)C1CCN(S(=O)(=O)c2cc3c(cc2C)NC(=O)CO3)CC1
 : -0.3, 3, -7, -7, i, -7, -3, 1, -6
CN(c1ccc(C(=O)NC2CCCC2)cc1)S(=O)(=O)c1ccc(Cl)cc1
 : -0.9, 1, 0, -10, i, -4, 3, 8, 5
COc1ccc2cc3cc(C(=O)NCc4cccnc4)oc3nc2c1
 : 5.6*, 12, 4, -6, ·, -3, -5, -5, -3
CCNC(=O)NC(=O)CSc1cccc(C(F)(F)F)c1
 : 0.0, -1, -4, -1, i, 19, 1, -1, 5
COc1ccc(/C=N/NC(=O)c2ccc(C)cc2)cc1CN1CCN(c2ccc(F)cc2)CC1
 : ·, 2, -8, -1, i, 12, -1, 5, 9
Cc1ccccc1Cn1cc(NC(=O)c2cc(-c3ccco3)on2)cn1
 : -1.0, 0, 4, -1, i, 12, -5, 1, 1
COc1cc2c(cc1OC)-c1nnc(-c3ccco3)n1C1(CCCC1)C2
 : -0.3, 0, -22, 1, ·, -8, 8, -9, 2
CC(C)CNC(=O)c1cc(-c2ccc(Cl)c(Cl)c2)on1
 : ·, -1, -7, -1, i, 1, 1, -7, 0
O=C(c1cc2c(s1)CCCC2)N1CCN(c2ccccc2)CC1
 : 0.1, 1, 12, -2, i, 13, 1, 15, 0
O=C(/C(Br)=C/Nc1cc(Cl)ccc1Cl)C(F)(F)F
 : -0.5, 4, -13, -3, i, 3, 0, 4, -7
COc1ccc(/C=C/C(=O)OC2CCCN(C)C2)cc1 (configuration not stated)
 : 1.7, 2, -3, -5, i, 10, 2, -5, -3
CC1(C(=O)Nc2cccnc2)Cc2c(-c3ccc4c(c3)OCO4)ccnc2O1 (configuration not stated)
 : 0.8, -1, -13, 0, ·, 6, 3, -8, 5
CCN1C(C)=CC(=O)[C@@H](O)[C@H]1c1ccccc1Br
 : 2.4, 4, 0, -1, i, -8, -1, -6, 11
OCCC1CN(Cc2nc(-c3ccccc3)cs2)CCN1Cc1ccc(F)cc1 (configuration not stated)
 : 0.1, -3, 2, -1, i, -7, 1, 3, 2

(cont.)
SMILES	MsrA inh	MT1-MMP act inh	NRP1-CendR mod	bovine MsrA act	Neddylation inh	SKN-1 inh	Rin1-Abl PPI inh	FAS-TE inh	E coli Lon inh
CSc1ncccc1C(=O)OCC(=O)NC1CCCc2ccccc21 (configuration not stated)	-0.3	6	4	1	i	-12	2	9	-5
CC(C)N(CCCNC(=O)c1nn(C)c2c1CS(=O)(=O)c1ccccc1-2)Cc1ccccc1	-0.2	2	-1	1	i	0	3	-3	-17
O=C(Nc1ccccn1)c1csc2c1CCCC2	-0.5	0	5	-9	i	6	-1	-3	7
CC(Sc1nc2ccccc2c(=O)n1C)C(=O)Nc1ccc2c(c1)OCCO2 (configuration not stated)	1.9	12	-9	-7	i	-12	1	11	-4
O=C(NCCc1ccccc1)c1nc2c(nnn2Cc2ccccc2Cl)c(=O)[nH]1	0.0	13	-17	-6	i	-3	1	9	-4
COCCn1c(=S)[nH]c2sc3c(c2c1=O)CCCC3	5.5*	2	-17	3	i	2	0	-6	-13
c1cnc2c(OCc3nc4ccccc4[nH]3)cccc2c1	-0.4	7	-28	-1	i	-3	-3	-7	-6
CCCCCSc1nc(C)c(CC(=O)O)c(=O)[nH]1	-0.7	1	20*	-3	i	6	0	-7	4
O=C(CCc1nnc2ccc(N3CCCC3)nn12)Nc1ccc(F)c(F)c1	0.9	-4	17	-3	i	8	0	4	5
O=C(/C=C/c1ccc(S(=O)(=O)N2CCOCC2)cc1)NCc1ccccc1Cl	0.3	3	-4	-3	i	3	-3	0	-1
CCCc1n[nH]c2c1/C(=N/O)CC(c1ccccc1)C2 (configuration not stated)	-0.9	-5	9	0	i	0	-3	-32	-4
